# High-throughput results deposited in PubChem by NMMLSC.
# ABCB1 inh = blocks JC-1 efflux by human ABCB1 transporter. P08183. inhibition, % at 6.6 µM. CCRF-Adr cells, flow cytometry. actives 0.067% (n = 190,000). AID 1326; in the data active = inhibition above about 40%;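 also: 0% = vehicle and 100% = reference inhibitor; higher value means more JC-1 retained so stronger ABCB1 efflux block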
# Bim-Bcl-B = human Bim-Bcl-B interaction inhibition; Q9HD36; bead-based flow cytometry, Bim peptide-Bcl-B binding; inhibition, % at 10 µM; actives 0.073% (n = 190,000); AID 951;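 also: 0% = tracer peptide without compound and 100% = reference inhibitor peptide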
# Target sequence (Q9HD36 whole entry, looked up): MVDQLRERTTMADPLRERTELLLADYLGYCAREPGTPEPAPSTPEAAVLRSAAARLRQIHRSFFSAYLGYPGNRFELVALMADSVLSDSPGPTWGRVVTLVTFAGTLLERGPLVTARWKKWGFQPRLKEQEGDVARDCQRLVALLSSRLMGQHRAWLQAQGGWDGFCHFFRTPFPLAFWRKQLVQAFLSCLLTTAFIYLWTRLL
# Bim-Mcl-1 = inhibitors of Bim-Mcl-1 interaction, human | Q07820 | Bead-based flow cytometry, Bim peptide-Mcl-1 binding | inhibition, % at 10 µM | actives 0.1% (n = 190,000);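 also: 0% = no compound tracer wells and 100% = peptide blocker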
# Target sequence (Q07820 whole entry, looked up): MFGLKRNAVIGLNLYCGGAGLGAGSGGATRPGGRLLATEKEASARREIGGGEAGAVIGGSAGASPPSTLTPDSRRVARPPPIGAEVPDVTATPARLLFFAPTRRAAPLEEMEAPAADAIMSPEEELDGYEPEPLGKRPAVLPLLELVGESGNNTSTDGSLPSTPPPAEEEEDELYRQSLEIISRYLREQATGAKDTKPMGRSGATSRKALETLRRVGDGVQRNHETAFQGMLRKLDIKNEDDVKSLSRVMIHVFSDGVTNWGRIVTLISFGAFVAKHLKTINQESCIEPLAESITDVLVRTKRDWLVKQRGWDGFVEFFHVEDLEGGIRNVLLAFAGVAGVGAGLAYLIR
# RGS8-Gao = human RGS8-Galphao interaction regulation; P09471; multiplexed bead flow cytometry, RGS8-Galphao binding; actives lie on both sides; response (percent of control binding), % at 10 µM; actives 0.34% (n = 220,000); AID 1423; in the data active = response below about 60% or above about 140%; inactive = in between;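 also: Galphao activated as the GDP aluminium fluoride complex binding bead-coupled RGS8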
# Bim-Bcl-XL = human Bim-Bcl-XL interaction inhibition; Bim peptide-Bcl-XL binding, bead flow cytometry, fluorescence; Q07817; inhibition, % at 10 µM; actives 0.04% (n = 190,000)
# Target sequence (Q07817 whole entry, looked up): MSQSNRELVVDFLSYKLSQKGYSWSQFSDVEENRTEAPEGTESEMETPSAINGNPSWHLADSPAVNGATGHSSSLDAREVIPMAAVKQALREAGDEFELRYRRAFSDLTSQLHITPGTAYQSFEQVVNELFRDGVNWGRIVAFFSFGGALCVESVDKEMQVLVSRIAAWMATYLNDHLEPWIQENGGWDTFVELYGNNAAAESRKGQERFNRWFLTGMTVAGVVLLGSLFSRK
# ABCG2 inh = inhibitors of human ABCG2 transporter, ABCB1 counter-screen | Q9UNQ0 | IgMXP3 cells, JC-1 efflux, flow cytometry | inhibition, % at 6.6 µM | actives 0.1% (n = 190,000);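 active = inhibition above 80%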;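 also: 0% = DMSO and 100% = nicardipine control wells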
#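 Test system: ABCG2 IgMXP3 and barcoded ABCB1 CCRF-Adr cell mix; Schedule: cells with compound and JC-1, 10 min at 25 °C, rotating, no wash; Technique: flow cytometry of retained JC-1 fluorescence; Measure: % inhibition of efflux relative to nicardipine and DMSO; Controls: nicardipine high and DMSO low controls.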
# Bim-Bcl-2 = disrupts Bim peptide binding to human Bcl-2 | P10415 | Bead-based flow cytometry, Bim peptide-Bcl-2 binding | inhibition, % at 10 µM | actives 0.06% (n = 190,000) | AID 950; in the data active = inhibition above about 40%; inconclusive = no clear call, values can overlap the other calls;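 also: 0% = no compound wells with probe peptide and 100% = reference peptide inhibitor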
# Bcl-W Bim block = disrupts Bim peptide binding to human Bcl-W; bead-based flow cytometry; actives 0.02% (n = 190,000); Q92843; inhibition, % at 10 µM;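 also: 0% = bound tracer without compound and 100% = peptide blocker; higher means less fluorescent Bim peptide bound to Bcl-W beads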
# Target sequence (Q92843 whole entry, looked up): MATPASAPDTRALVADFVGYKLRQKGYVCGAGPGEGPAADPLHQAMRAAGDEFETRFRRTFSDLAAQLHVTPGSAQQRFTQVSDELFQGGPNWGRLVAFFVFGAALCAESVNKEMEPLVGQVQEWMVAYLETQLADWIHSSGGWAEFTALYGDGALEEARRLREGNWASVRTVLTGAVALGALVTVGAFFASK
# RGS7-Gao reg = human RGS7-Galphao interaction regulation; P09471; Multiplexed bead flow cytometry, RGS7-Galphao binding; actives lie on both sides; binding response (% of control), % at 10 µM; actives 0.35% (n = 220,000); in the data active = binding response below about 49% or above about 150%; inconclusive = no clear call, values can overlap the other calls; inactive = in between;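 also: fluorescent Galphao held in activated GDP-AlF4 state binding bead-coupled RGS7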
# RGS4-Gao reg = human RGS4-Galphao interaction regulation | P09471 | Multiplexed bead flow cytometry, RGS4-Galphao binding; actives lie on both sides | binding response (% of control), % at 10 µM | actives 0.33% (n = 220,000) | AID 1415; in the data active = binding response below about 49% or above about 150%; inactive = in between;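 also: fluorescent Galphao activated with aluminum fluoride binding bead-coupled RGS4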
# Bim-Bfl-1 = inhibitors of Bim-Bfl-1 interaction, human. Bead-based flow cytometry, Bim-Bfl-1 binding inhibition. Q16548. inhibition, % at 10 µM. AID 1008. actives 0.12% (n = 190,000);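 also: 0% = wells without compound plus tracer and 100% = blocker peptide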
# * = called active by the depositor; ? = inconclusive; . = no result given. Rule as the data show it, unless noted: active = inhibition above about 40%.
SMILES,ABCB1 inh,Bim-Bcl-B,Bim-Mcl-1,RGS8-Gao,Bim-Bcl-XL,ABCG2 inh,Bim-Bcl-2,Bcl-W Bim block,RGS7-Gao reg,RGS4-Gao reg,Bim-Bfl-1
O=C(NCCN1CCOCC1)C1CCC(CNS(=O)(=O)c2ccccc2)CC1 (stereo not drawn),1.1,-15,-11,105,-12,-7,-7,-5,108,109,-5
CCn1c(Cc2ccccc2)nnc1SCC(=O)Nc1nccs1,0.4,-1,-1,89,-1,1,0,-2,96,94,1
CCOCCCNc1ncc2c(n1)CC(c1ccc(C)cc1)CC2=O (stereo not drawn),0.6,-2,-2,106,-2,6,-3,-3,108,111,-3
COc1ccc2cc(CCNC(=O)c3cccc([N+](=O)[O-])c3)c(=O)[nH]c2c1,0.0,0,0,101,0,0,-2,1,100,100,-4
COCCN(CCOC)C(=O)COC(=O)c1ccc(Cl)c(S(=O)(=O)N(C)c2ccccc2)c1,1.2,-2,0,100,1,2,0,0,101,102,-2
O=C(NCC1CCCO1)c1csc2c1CCCC2 (stereo not drawn),0.2,-5,0,99,-1,2,-7,4,101,99,-11
COc1ccc(C2=NOC(Cn3c(Cc4ccc(Cl)cc4)nc4c3c(=O)n(C)c(=O)n4C)C2)cc1 (stereo not drawn),-1.2,-5,-1,102,-9,-3,-7,-1,102,103,-8
COc1cnc(-c2ccccn2)nc1Sc1ccc(F)cc1,-0.3,-1,-1,99,-2,1,-1,-1,102,103,-5
CCCCC(=O)NC(=S)Nc1c(C)cc(Br)cc1C,-0.1,-23,-8,98,-13,-1,-2,-8,106,90,9
Cc1cc(N2CCCC2=O)ccc1S(=O)(=O)N1CCOCC1,0.8,0,1,94,-1,2,-1,-2,103,105,-3
O=C1N2CCCc3cccc(c32)C12Nc1ccccc1S2 (stereo not drawn),0.3,-11,1,107,0,2,-3,7,113,108,-5
C=CCNC(=O)/C(C#N)=C/c1c(C)nn(-c2ccccc2)c1Cl,1.4,-6,-4,104,-2,19,-3,-3,107,106,-3
COc1cc(CN2CCNC(=O)C2CC(=O)NCc2csc(C(C)C)n2)cc(OC)c1 (stereo not drawn),0.1,-7,0,102,-3,0,-6,-4,103,102,-14
O=C1CCC(C(=O)OCc2c(Cl)cccc2Cl)N1 (stereo not drawn),0.7,-4,-4,98,-7,33,-11,0,96,95,-21
COC(=O)C1=NN(C(C)=O)C2(CC(=O)N(c3cccc(C)c3)C2=O)C1 (stereo not drawn),0.4,-10,-2,103,-4,0,-4,-3,102,106,-12
CCCC1CCC(C(=O)n2nc(N)c3cc4ccc(OC)cc4nc32)CC1 (stereo not drawn),0.6,-8,-2,97,-5,10,-2,-8,92,97,-3
Cc1ccc(NC(=O)N2CCOCC2)c(C)c1,0.4,-11,-1,100,-6,-2,-9,0,101,100,-18
O=C(NC1CCCCC1)c1cccs1,0.7,-5,-1,104,-6,4,-9,0,100,106,-11
CCn1c(C)nc2cc(C(=O)NNC(=S)NC(=O)c3ccc(OC)cc3)ccc21,-0.8,-21,0,102,-2,-5,-5,1,?,101,0
CCOc1ccc(NC(=S)NCC(c2cccnc2)N2CCOCC2)cc1 (stereo not drawn),-0.3,-1,-2,100,-1,-1,0,-1,105,103,-5
Cc1ccccc1OC(C)C(=O)NCc1cccnc1 (stereo not drawn),0.2,-2,1,100,-4,0,0,0,94,103,-3
CN(C)CCNC(=O)c1cc2ccccc2oc1=O,0.1,0,0,103,0,0,0,0,105,104,-1
CC(C)(C)NC(=O)Cn1nnc(-c2cccs2)n1,0.1,-3,1,98,-6,1,-5,3,99,98,-11
CCOC(=O)C1CCCN(CCC(=O)Nc2ccc(C)cc2)C1 (stereo not drawn),-0.1,-5,-4,.,-8,0,.,-4,.,.,-4
COc1ccccc1-n1c(SCC(=O)N2CCCCC2)nnc1-c1ccccc1O,2.0,-1,-1,102,-7,3,-4,-2,99,100,-3
O=[N+]([O-])c1nn(-c2ccccc2)n(O)c1=NCc1ccc2c(c1)OCO2,0.0,0,-1,100,2,0,-3,-1,99,101,-2
CC1=CC2=NC(=O)/C(=C\c3cccn3CCOc3cccc(C)c3)C(=N)N2O1,2.2,-4,-1,103,-3,11,0,2,104,103,0
COc1ccccc1NC(=O)Cc1noc(CSc2cccc[n+]2[O-])n1,0.3,-11,2,104,0,2,-4,-1,99,98,-10
O=C(O)CCC(=O)Nc1ccc(N2CCCCC2)c(C(=O)O)c1,-0.3,-3,-2,99,-1,0,0,0,94,98,0
O=C(NCC(c1cccs1)N1CCOCC1)c1cc(-c2ccc(F)cc2)nc2ccccc12 (stereo not drawn),0.7,-11,-2,106,-5,1,0,-4,102,105,-4
O=C(O)c1ccc(NC2CC(=O)N(Cc3ccccc3)C2=O)cc1 (stereo not drawn),0.1,-2,0,98,-2,1,-1,-2,?,98,-7
O=c1c2ccccc2[nH]c2ccc(F)cc12,-0.1,-4,-2,100,-2,4,-2,0,98,100,-3
NC(=S)N(c1ccccc1)c1ccccc1,0.2,-2,0,103,-3,1,0,-2,96,99,-2
COc1ccc(N2C(=O)CCC(C(=O)NCc3ccccn3)C2c2ccc(F)cc2)cc1 (stereo not drawn),0.4,-6,-3,104,-4,-1,-3,-2,94,102,-2
CC(=O)C1=C(O)C(=O)N(CO)C1c1ccccc1F (stereo not drawn),0.0,-7,-3,101,-8,0,-11,-3,100,102,-18
Cc1ccc(CC2SC(N)=NC2=O)cc1 (stereo not drawn),0.1,-5,-4,102,-5,1,-2,-3,94,99,-8
Cc1cc(N2CCN(C)CC2)nc2ccc(NC(=S)NCCCN3CCN(C)CC3)cc12,0.9,-7,-3,102,-4,12,-5,0,?,105,-3
Nc1c2c(nc3ccccc13)N(C1CCCCC1)CC2,-0.3,-1,0,101,1,3,0,2,95,91,-2
NS(=O)(=O)c1ccc(NC(CNS(=O)(=O)c2ccccc2)c2ccccc2)cc1 (stereo not drawn),-0.6,0,-4,98,-3,-1,-1,-6,97,100,3
Cc1cc(/C([O-])=C(/C(=S)Nc2ccc(F)cc2)[n+]2ccccc2)c(C)n1-c1ccc(F)cc1,-0.1,-2,-2,98,-1,0,-3,-1,100,102,3
O=C(CSc1nnc(-c2ccncc2)o1)NCc1ccc(Cl)cc1,0.5,-1,-1,102,-3,2,0,0,99,101,0
N=C1SC(c2ccccc2)C(=O)N1c1ncc(Cc2ccccc2Cl)s1 (stereo not drawn),-1.5,-6,-4,95,-5,-17,2,-4,92,91,-2
CCN1CCN(CCCCSc2ccccc2)CC1,-0.6,-6,-3,99,-3,-7,-7,-5,95,98,-2
CC(C)C(=O)Nc1ccc(-c2nc3cccnc3o2)cc1,0.3,-2,1,100,0,8,0,2,97,97,-7
O=C(CN1CCCCCCC1)N/N=C/c1ccc(F)cc1F,0.1,0,0,104,-2,2,-2,-2,107,105,0
Cc1c(C(=O)NCc2ccc3c(c2)OCO3)oc2ccc(S(=O)(=O)N3CCCC3)cc12,1.2,-14,-1,104,0,1,-11,-2,110,103,-12
Cc1sc(NC(=O)c2ccco2)c(CN2CCN(c3ccccn3)CC2)c1C,8.7,-7,-9,100,-5,8,-8,-5,102,105,-7
Cc1cc(C)nc(SCC(=O)N/N=C/c2cccn2-c2cccc(C(F)(F)F)c2)n1,1.8,1,0,77,-1,8,2,3,89,89,1
CSCCC(Nc1ncnc2ccc(Br)cc12)C(=O)O (stereo not drawn),0.2,-2,1,95,0,1,-3,6,96,103,0
CC1=NN(C(=O)CCc2ccccc2)C(O)(c2ccncc2)C1 (stereo not drawn),0.2,-4,-1,97,-4,1,-6,-3,99,97,-12
CCN(CC)C(=O)COc1ccc(CC(=O)O)cc1OC,-0.2,-11,-3,108,1,-1,-8,-1,112,109,-12
Cc1csc(NC(=O)c2ccc(C)o2)n1,0.6,1,-1,104,-1,1,1,0,100,102,3
CC(=O)Nc1ccc(NC(=O)Cc2ccc(S(=O)(=O)N3CCCCC3)s2)cc1,-3.0,-3,-2,97,-5,0,0,0,103,95,0
Cc1ccc(SCCC(=O)NCc2ccccn2)cc1,1.2,-7,0,101,-4,14,-3,0,100,101,4
CC(CC(=O)Nc1cc([N+](=O)[O-])ccc1Cl)c1ccccc1 (stereo not drawn),0.5,-2,-3,92,0,3,0,0,86,82,0
N#Cc1ccc(CSc2nnc(-c3cccnc3)o2)cc1,0.8,2,7,104,0,2,-1,1,103,106,-7
COc1cccc(OC)c1C(=O)Nc1nc(COc2ccccc2)cs1,-0.1,-2,0,103,0,1,-2,-3,?,105,-5
N#Cc1c(/N=C/c2cc3ccccc3s2)sc2c1CCC2,-1.4,-10,-4,72,-4,-4,5,-6,85,88,9
CC1CCN(C(=O)Cn2cnc3c(cnn3C(C)(C)C)c2=O)CC1,0.3,-2,0,102,1,0,0,2,?,104,-1
Cc1ccc(-c2cc(C(=O)Nc3nccs3)c3ccccc3n2)c(C)c1,3.6,-5,-1,102,-6,12,-12,-3,100,97,-17

# Gathered by group: the entries above with a thiophene ring, fused or not
SMILES,ABCB1 inh,Bim-Bcl-B,Bim-Mcl-1,RGS8-Gao,Bim-Bcl-XL,ABCG2 inh,Bim-Bcl-2,Bcl-W Bim block,RGS7-Gao reg,RGS4-Gao reg,Bim-Bfl-1
O=C(NCC1CCCO1)c1csc2c1CCCC2 (stereo not drawn),0.2,-5,0,99,-1,2,-7,4,101,99,-11
O=C(NC1CCCCC1)c1cccs1,0.7,-5,-1,104,-6,4,-9,0,100,106,-11
CC(C)(C)NC(=O)Cn1nnc(-c2cccs2)n1,0.1,-3,1,98,-6,1,-5,3,99,98,-11
O=C(NCC(c1cccs1)N1CCOCC1)c1cc(-c2ccc(F)cc2)nc2ccccc12 (stereo not drawn),0.7,-11,-2,106,-5,1,0,-4,102,105,-4
Cc1sc(NC(=O)c2ccco2)c(CN2CCN(c3ccccn3)CC2)c1C,8.7,-7,-9,100,-5,8,-8,-5,102,105,-7
CC(=O)Nc1ccc(NC(=O)Cc2ccc(S(=O)(=O)N3CCCCC3)s2)cc1,-3.0,-3,-2,97,-5,0,0,0,103,95,0
N#Cc1c(/N=C/c2cc3ccccc3s2)sc2c1CCC2,-1.4,-10,-4,72,-4,-4,5,-6,85,88,9

# More compounds follow:
SMILES,ABCB1 inh,Bim-Bcl-B,Bim-Mcl-1,RGS8-Gao,Bim-Bcl-XL,ABCG2 inh,Bim-Bcl-2,Bcl-W Bim block,RGS7-Gao reg,RGS4-Gao reg,Bim-Bfl-1
COc1ccc(F)cc1C(=O)C1CCCN(C(=O)CCN2CCCCO2)C1 (stereo not drawn),1.1,-4,-1,105,0,2,-1,-1,110,104,-6
CC1CCCCN1C(=S)NCc1ccco1 (stereo not drawn),0.0,-13,-2,102,-6,0,0,-2,102,101,-4
Cc1ccccc1NC(=O)C1(NC(=O)c2cccc(N3C(=O)CSC3c3ccccc3)c2)CCCCC1 (stereo not drawn),0.7,0,0,130,-8,-3,0,0,124,139,1
CC(=O)Nc1nc(-c2ccc3c(c2)CCO3)cs1,0.3,-3,1,101,-2,15,2,0,102,105,-3
CCOc1ccc(C(=O)CSCC(=O)O)cc1,-0.4,-3,0,105,-1,-1,0,0,100,106,-2
CC1(C)Oc2ccc(C(=O)N3CCOCC3)cc2N(CC(=O)Nc2ccccc2)C1=O,0.3,-3,-1,96,-5,1,1,-1,97,98,2
